Screens as filed in PubChem.
PAFAH1B3 inh: PAFAH1B3 (human) inhibition; AID 492972; 340,000 tested, 0.28% active; recombinant PAFAH1B3, FP-rhodamine probe, fluorescence polarization; Q15102; inhibition, % at 3.39 µM;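 active = inhibition above the screen-wide average of all tested compounds plus 3 SD, cut at about 25% in these data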;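 also: 0% = enzyme with DMSO only and 100% = wells lacking PAFAH1B3 protein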
Target sequence (Q15102 whole entry, looked up): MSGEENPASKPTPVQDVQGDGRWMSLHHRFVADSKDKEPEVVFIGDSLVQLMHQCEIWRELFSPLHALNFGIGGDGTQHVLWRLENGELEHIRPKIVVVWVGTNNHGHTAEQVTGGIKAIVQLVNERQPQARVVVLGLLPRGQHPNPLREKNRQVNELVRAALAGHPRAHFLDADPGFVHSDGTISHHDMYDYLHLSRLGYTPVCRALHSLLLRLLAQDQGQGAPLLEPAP
PAFAH2 FP inh: PAFAH2 (human) inhibition. Q99487. recombinant PAFAH2, FP-rhodamine activity probe, fluorescence polarization. inhibition, % at 3.39 µM. 340,000 tested, 0.99% active. AID 492956;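 active = inhibition above the mean over all tested compounds plus 3 SD, cut at about 30% in these data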;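 also: inhibitors block probe labeling of enzyme so polarization drops; 0% = enzyme with DMSO and 100% = wells lacking PAFAH2 protein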
GSTO1 counter: blocks human GSTO1 in RBBP9 counter-screen. P78417. 300,000 tested, 1.1% active. inhibition, % at 5.96 µM. recombinant GSTO1, activity-based probe fluorescence polarization;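 active = inhibition above the campaign mean inhibition plus 3 SD, cut at about 35% in these data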;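 also: 0% = GSTO1-1 with DMSO and 100% = wells lacking GSTO1-1 enzyme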
PAFAH1B2 FP inh: blocks human PAF acetylhydrolase 1b catalytic subunit 2. inhibition, % at 3.39 µM. P68402. 340,000 tested, 1.2% active. recombinant PAFAH1B2, FP-rhodamine activity probe, fluorescence polarization;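 active = inhibition above the mean of all tested compounds plus 3 SD, cut at about 24% in these data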;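 also: 0% = enzyme with DMSO and 100% = wells lacking PAFAH1B2; many of its hits are not listed in these tables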
LYPLA2 inh: counter-screen for PME1 inhibitors: inhibitors of human LYPLA2 | recombinant LYPLA2, FP-Rh probe fluorescence polarization | inhibition, % at 5.9 µM | O95372 | 320,000 tested, 0.38% active;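 active = inhibition above the screen-wide mean plus 3 SD, limit set per campaign, cut at about 26% in these data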;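 also: 0% = LYPLA2 with DMSO and 100% = wells lacking LYPLA2 enzyme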
Target sequence (O95372 whole entry, looked up): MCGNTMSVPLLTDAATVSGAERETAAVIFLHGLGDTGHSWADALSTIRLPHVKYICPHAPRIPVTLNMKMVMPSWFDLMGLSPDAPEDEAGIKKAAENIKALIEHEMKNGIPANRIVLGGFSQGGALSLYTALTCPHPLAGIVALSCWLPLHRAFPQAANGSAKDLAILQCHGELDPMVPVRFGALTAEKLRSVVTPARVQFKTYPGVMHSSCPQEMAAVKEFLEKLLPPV
PAD4 inh: blocks human protein arginine deiminase 4. Q9UM07. recombinant PAD4, RCA probe fluorescence polarization. inhibition, % at 6.36 µM. 330,000 tested, 0.41% active. AID 485272;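 active = percent inhibition above a cutoff equal to the mean of all tested compounds plus 3 SD, cut at about 15% in these data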;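 also: 0% = PAD4 with RCA probe and DMSO and 100% = probe without PAD4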
Target sequence (Q9UM07 whole entry, looked up): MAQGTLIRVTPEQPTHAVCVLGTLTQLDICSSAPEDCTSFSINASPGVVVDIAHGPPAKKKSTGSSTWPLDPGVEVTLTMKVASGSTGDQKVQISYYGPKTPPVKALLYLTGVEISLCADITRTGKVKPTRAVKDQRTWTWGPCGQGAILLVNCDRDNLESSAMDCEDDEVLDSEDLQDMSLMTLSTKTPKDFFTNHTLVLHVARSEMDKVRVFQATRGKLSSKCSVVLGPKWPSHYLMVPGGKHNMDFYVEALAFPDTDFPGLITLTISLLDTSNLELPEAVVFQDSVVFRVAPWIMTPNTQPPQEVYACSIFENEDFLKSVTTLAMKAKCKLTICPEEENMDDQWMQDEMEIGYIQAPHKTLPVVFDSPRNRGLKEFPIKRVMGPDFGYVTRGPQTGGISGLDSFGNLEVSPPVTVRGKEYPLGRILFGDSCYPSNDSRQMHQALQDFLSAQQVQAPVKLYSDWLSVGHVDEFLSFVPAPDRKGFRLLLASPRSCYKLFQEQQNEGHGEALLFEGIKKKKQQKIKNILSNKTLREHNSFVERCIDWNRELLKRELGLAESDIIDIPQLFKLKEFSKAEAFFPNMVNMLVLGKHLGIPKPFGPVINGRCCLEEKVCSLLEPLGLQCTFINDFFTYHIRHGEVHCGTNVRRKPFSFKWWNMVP
PREPL inh: inhibitors of human prolyl oligopeptidase-like enzyme PREPL; Q4J6C6; recombinant PREPL, fluorescence polarization activity-based probe; inhibition, % at 5.96 µM; 320,000 tested, 0.68% active; in the data active = inhibition above about 43%;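 also: 0% = enzyme with DMSO and 100% = wells lacking enzyme; many of its hits are not listed in these tables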
pPAFAH FP inh: inhibitors of human plasma PAF acetylhydrolase (pPAFAH). Q13093. recombinant pPAFAH, FP-rhodamine probe fluorescence polarization. inhibition, % at 3.39 µM. 330,000 tested, 1.5% active. AID 463082;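 active = inhibition above the mean inhibition across the screen plus 3 SD, cut at about 25% in these data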;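 also: inhibitors block binding of the rhodamine activity-based probe so polarization drops; 0% = enzyme with DMSO and 100% = wells lacking pPAFAH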
LYPLA1 inh: LYPLA1 (human) inhibition in PME1 counter-screen; AID 2174; inhibition, % at 5.9 µM; O75608; recombinant LYPLA1, FP-Rh probe fluorescence polarization; 320,000 tested, 0.16% active;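 active = inhibition above the mean of all tested compounds plus 3 SD, set per campaign, cut at about 14% in these data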;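 also: inhibitors block serine hydrolase probe labeling of LYPLA1 so polarization falls; 0% = enzyme with DMSO and 100% = wells lacking LYPLA1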
Starred values were filed as active, the others as inactive; . = no result given. The list is partial, so the mix of outcomes need not match the whole.

SMILES	PAFAH1B3 inh	PAFAH2 FP inh	GSTO1 counter	PAFAH1B2 FP inh	LYPLA2 inh	PAD4 inh	PREPL inh	pPAFAH FP inh	LYPLA1 inh
O=C(COC(=O)Cn1[nH]c(=O)c2ccccc2c1=O)NNC(=O)c1ccccc1	-4	5	.	2	-2	-3	4	-1	1
COCc1ccc(C(=O)N2CCCC(C(=O)c3ccc(SC)cc3)C2)s1 (centres undefined)	-6	-3	-3	-2	8	-1	21	3	0
COc1ccc2oc(=Nc3cccc(F)c3)c(C(N)=O)cc2c1	8	1	4	3	-8	-2	0	-4	0
CCC(C)(C(=O)NC1CCCCC1)N(C(=O)c1ccccn1)c1ccc(C)cc1 (centres undefined)	13	0	3	9	-2	-5	3	0	2
O=C(CN1CCc2cc3c(cc2C1)OCCCO3)Nc1c(F)cccc1F	11	-12	1	-5	8	1	-5	0	-1
O=C(Nc1ccc(N2CCOCC2)cc1)c1ccc(Cl)c(S(=O)(=O)N2CCCC2)c1	8	2	.	3	6	1	9	3	1
O=C(Nc1ccccc1)Oc1ccccc1N1CCOCC1	5	-4	-2	2	1	1	-5	4	-1
Cc1c(NC(=O)CN2C(=O)NC3(CCC(C)CC3)C2=O)c(=O)n(-c2ccccc2)n1C (centres undefined)	3	6	4	5	-5	-5	4	3	-3
COc1ccc(Br)cc1C(=O)Nc1ccccc1N1CCCC1	-3	3	-4	4	3	-3	8	9	-3
CSCC(=O)N1CCC(n2nccc2NC(=O)CCCc2ccccc2)CC1	3	2	3	7	-1	-2	11	1	-1
CC(=O)N(c1ccccc1)c1nc(/C=C/C(=O)O)cs1	4	4	3	7	-3	-4	2	-2	-5
Cc1ccc2c(c1)nnn2C1CCN(CC(=O)NCCc2nc3ccccc3[nH]2)CC1	3	0	4	2	8	6	9	3	2
CC(C)=CCC/C(C)=C/CNC(=O)CC1C[C@H](C(=O)N2CCOCC2)[C@@]2(C)c3[nH]c4ccccc4c3CCN2C1=O (some centres undefined)	2	9	.	7	.	-3	57*	7	.
Cc1c(C(=O)N2CCCC2)oc2c1-c1[nH]ncc1CC2	5	2	-4	1	1	0	-5	0	0
C=CCn1cccc(/C=C/C(=O)c2ccc(C(C)(C)C)cc2)c1=S	-2	13	-8	10	-4	-7	17	24	-9
COc1ccc(-c2noc(CCC(=O)N3CCN(c4ccccc4Cl)CC3)n2)cc1	4	-4	.	2	.	-1	.	1	.
Cc1cc(S(=O)(=O)N2CCN(Cc3ccc4c(c3)OCO4)CC2)cc(C)c1N1CCCC1=O	8	-2	5	6	3	-2	-6	2	3
COC(=O)c1ccc(C23CC4(C2)[C@H](CN(CC2CCCCC2)[C@@H]4c2ccccc2)C3c2ccccc2)cc1 (some centres undefined)	-2	-9	7	0	-2	-5	-9	-2	-3
CN(C)c1ccc(CNS(=O)(=O)c2ccc3c(c2)NC(=O)CS3)cc1	7	-4	15	4	3	2	5	-2	2
O=C(NCC1CCOCC1)C1CCC(=O)N(Cc2cccc(C(F)(F)F)c2)C1 (centres undefined)	6	-2	-2	3	-3	2	6	5	-2
CC(C)COc1cccc(C(=O)N2CCN(C(=O)c3ccco3)CC2)c1	6	1	.	7	8	-7	-2	2	3
O=S(=O)(c1ccc(N2CCN(CCO)CC2)nc1)N1CCCCC1	8	-2	10	0	1	4	0	-3	-1
O=S(=O)(O)c1cnccc1Nc1cccc(C(F)(F)F)c1	3	-1	4	8	1	-1	3	1	2
COc1ccc(C(=O)N(C)CC(O)c2ccccc2)cc1OC1CCN(C(C)=O)CC1 (centres undefined)	0	1	4	-3	3	-7	23	0	0
Cc1csc2c(=O)sc(NC(=O)c3cccs3)nc12	.	.	1	.	-3	-5	3	4	0
Cc1cc(N2CCN(C)CC2)nc2ccc(NC(=S)N3CCC4(CC3)OCCO4)cc12	0	0	0	4	7	-3	30	6	2
O=C(COC(=O)c1sc2cc(F)ccc2c1Cl)Nc1ncc(Cl)cc1Cl	-11	-13	3	-4	-7	-4	3	31*	-1
CC(=O)Oc1ccc(-c2cccc(C(=O)NCCCO)c2)cc1	-1	-8	1	0	0	6	2	0	-2
CCCCOC(=O)C1=C(C)Nc2ncnn2C1c1cc(OC)ccc1OC (centres undefined)	4	-4	2	3	-8	4	19	4	-4
CCOC(=O)C(Cc1c(F)cccc1Cl)c1ccno1 (centres undefined)	-4	0	3	6	-6	1	-3	4	-1
CCOC(=O)C1CCN(c2nc3c(C)cccn3c(=O)c2/C=C(\C#N)S(=O)(=O)c2ccccc2)CC1	-11	1	-6	-1	-10	-1	-7	-3	-3
COc1cc(-c2nc(-c3ccccc3)c(-c3cccs3)[nH]2)cc(OC)c1O	15	20	8	17	3	1	18	32*	5
COc1ccccc1C(=O)COC(=O)CCNS(=O)(=O)c1ccc(C)c(C)c1	7	5	3	1	1	-2	1	12	-4
Cc1ccc(OCC(=O)NNC(=O)C2CCN(c3nc(C)cc(C)n3)CC2)cc1	0	3	7	2	3	-1	2	-2	-2
COc1ccc(NC(=O)CCN2CCCC(C)C2)cc1 (centres undefined)	8	2	4	6	2	6	4	4	0
Cc1ccc(CSc2nnc(-c3cccnc3)o2)cc1	6	-3	6	9	6	-5	6	0	-3
O=C(CN1CCOCCOCCN(CC(=O)Nc2ccccc2)CCOCC1)Nc1ccccc1	10	-1	5	3	4	-8	1	-2	4
O=C1c2cccnc2C(O)N1Cc1cccs1 (centres undefined)	8	-1	0	6	2	4	4	0	1
O=C(Nc1ncc(Cc2cccc(C(F)(F)F)c2)s1)C1CCCO1 (centres undefined)	-6	0	3	3	3	-1	18	10	-2
Cc1cc(C(=O)CSc2nc(N)cc(N)n2)c(C)n1CCc1ccc(F)cc1	4	-9	-12	5	-1	5	-33	15	1
COc1ccccc1/C=N/NC(=O)c1ccc(NC(=O)c2ccccc2Br)cc1	0	-14	-5	0	-8	2	7	-2	-4
Cc1ccc(N2CC(=O)N(CC(=O)O)C2=O)cc1	1	-8	0	3	3	0	1	1	1
COCCn1c(=O)[nH]c2cc(C(=O)NCC3CCCO3)ccc2c1=O (centres undefined)	-5	5	4	-4	-2	0	3	2	-4
CC(=O)Nc1ccc(NC(=O)Cn2cnc3c(nnn3Cc3ccc(F)cc3)c2=O)cc1	2	-4	2	3	3	5	4	6	4
Cc1c(C(=O)Nc2ccc(Br)cc2)cnn1C	12	0	-6	5	1	-3	0	0	-2
CSc1nsc(/C=C/Nc2cccc(Cl)c2)c1C#N	-7	-2	0	-5	8	-12	10	13	-2
CC(NS(=O)(=O)c1ccc([N+](=O)[O-])cc1)C(=O)NN (centres undefined)	5	-3	2	9	13	-4	-23	2	5
O=C(CCc1nc(-c2ccccn2)no1)NCc1ccc2c(c1)OCO2	7	2	1	3	4	-3	1	1	2
Cc1cc(OC(C)C(=O)Nc2cccnc2)ccc1Cl (centres undefined)	0	6	2	-1	1	-4	-22	2	-2
O=C(NCc1ccco1)c1ccc(Cl)c(S(=O)(=O)N2CCc3ccccc32)c1	8	0	-2	8	-4	1	-15	1	-4
CC(C)(C)c1csc(NC(=O)Nc2ccccc2)n1	-7	3	-11	1	-12	-9	10	11	-8
CC(C)(C)c1ccc(NC(=O)COC(=O)c2ccc([N+](=O)[O-])s2)cc1	38*	20	40*	23	16	-14	24	15	0
COc1ccc(CCCCCCOCc2ccccc2)cc1	11	7	.	3	1	-6	11	-4	-1
CCC(C)C(NS(=O)(=O)c1ccc(C)cc1)C(=O)NCCCN1CCOCC1 (centres undefined)	5	3	7	0	2	1	1	2	-5
O=C(NNC(=O)C1[C@H]2CCCC[C@@H]12)Nc1cccc2ccccc12 (some centres undefined)	-4	-9	1	2	-5	2	6	0	-3
CCOC(=O)c1cc2c(nc1N)CCCC2	3	-4	4	3	3	-4	-9	-2	4
CN(C)Cc1cc(O)c(CN(C)C)cc1O	14	10	53*	11	0	-10	6	23	0
CCC1CCCCN1CCCNC(=O)CCC(=O)N1CCOc2ccccc21 (centres undefined)	-7	11	3	4	-5	0	-6	-1	-2
CCn1c(CC(=O)Nc2ccc(F)cc2)nnc1SCC(=O)Nc1nncs1	-1	-15	4	-7	0	-3	-2	6	-2
COC(=O)Cc1ccc(NC(=S)NC(C)(C)C)cc1	1	4	2	-4	11	-4	16	-1	0

The list goes on.
SMILES	PAFAH1B3 inh	PAFAH2 FP inh	GSTO1 counter	PAFAH1B2 FP inh	LYPLA2 inh	PAD4 inh	PREPL inh	pPAFAH FP inh	LYPLA1 inh
COC(=O)c1ccc(CN(C(C)=O)c2ccccc2)o1	-5	4	-4	1	2	1	7	-1	2
COc1ccc2c(c1)[nH]c1c(=O)n(/N=C/c3ccc(OC)c(CN4CCCCC4)c3)cnc12	0	-3	1	0	-2	-2	5	0	1
COc1ccc(C(=O)OCCOc2cccc(Cl)c2)cc1S(=O)(=O)N1CCOCC1	13	35*	-3	8	-2	3	31	4	-3
COc1ccccc1CN1CCNC(=O)C1CC(=O)NCC1CCOCC1 (centres undefined)	0	-6	0	1	0	3	6	4	2
O=C(Nc1cccnc1Cl)c1noc2c1CCc1ccccc1-2	6	-10	-6	0	-1	-6	-1	0	-3
O=C1OCCC1Sc1nnc(-c2ccc(Br)cc2)o1 (centres undefined)	9	2	6	0	-1	-1	-5	1	-1
Cc1sc2ncnc(N/N=C/c3cccc(O)c3)c2c1C	10	8	-7	-2	-1	0	33	4	-4
CSc1nnc(-c2ccc(C(F)(F)F)nc2C)o1	4	0	5	4	-3	-3	-5	5	3
O=C(NCCN1CCOCC1)C(=O)NCC1OCCCN1S(=O)(=O)c1cc(F)ccc1F (centres undefined)	-1	-1	4	-7	4	6	-7	5	2
COc1ccc(NC(=O)COc2coc(CN3CCc4ccccc4C3)cc2=O)cc1	1	-1	-1	2	7	5	-3	7	0
COc1ccccc1NC(=O)c1ccc(COc2ccccc2OC)cc1	1	1	-2	4	-1	-3	-10	4	-2
COC(=O)C1=C(O)/C(=C\c2ccc(OCC(=O)Nc3ccc(OC)cc3)cc2)N=C1C	3	3	9	4	1	1	-1	3	-1
COc1ccc(Cn2c3ccc(OC)cc3c3nc4ccccc4nc32)cc1	-7	3	2	2	-6	-4	5	3	-2
CCN(CC)S(=O)(=O)c1ccc(C)c(C)c1	8	-4	-4	2	10	7	9	1	1
O=C(CN1CCCN(S(=O)(=O)c2ccc(F)cc2)CC1)Nc1c(Cl)cccc1Cl	1	2	11	2	8	2	-3	3	-7
COC(=O)c1cccc(NS(=O)(=O)c2ccc(OC)c(OC)c2)c1C	0	7	11	2	1	2	2	-1	-1
Nc1n[nH]c(-c2ccccc2[N+](=O)[O-])n1	4	-1	2	1	-2	-2	3	5	0
CC(C)CCN1CCN(Cc2cn[nH]c2C2CCCCC2)CC1CCO (centres undefined)	10	-5	2	1	4	-6	-5	-3	4

One compound at a time, as listed above. Values in the order: PAFAH1B3 inh | PAFAH2 FP inh | GSTO1 counter | PAFAH1B2 FP inh | LYPLA2 inh | PAD4 inh | PREPL inh | pPAFAH FP inh | LYPLA1 inh
COc1ccc2c(c1)[nH]c1c(=O)n(/N=C/c3ccc(OC)c(CN4CCCCC4)c3)cnc12 in the list: 0 | -3 | 1 | 0 | -2 | -2 | 5 | 0 | 1
Cc1sc2ncnc(N/N=C/c3cccc(O)c3)c2c1C in the list: 10 | 8 | -7 | -2 | -1 | 0 | 33 | 4 | -4
COc1ccc(C(=O)OCCOc2cccc(Cl)c2)cc1S(=O)(=O)N1CCOCC1 in the list: 13 | 35* | -3 | 8 | -2 | 3 | 31 | 4 | -3
CCN(CC)S(=O)(=O)c1ccc(C)c(C)c1 in the list: 8 | -4 | -4 | 2 | 10 | 7 | 9 | 1 | 1
O=C(Nc1cccnc1Cl)c1noc2c1CCc1ccccc1-2 in the list: 6 | -10 | -6 | 0 | -1 | -6 | -1 | 0 | -3
